KCNQ2 block: KCNQ2 potassium channel inhibitors, primary screen, cell-based, CHO-K1, FluxOR thallium flux, B-score (AID 2156); Potassium voltage-gated channel subfamily KQT member 2 (Rattus norvegicus), O88943; 20 min; stronger effect = lower value; B-score at 10 µM; actives 1.1% (n = 310,000);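 active = fluorescence ratio B-score at most minus 3 library SDs, with starting brightness B-score within 2 library SDs, cut at about -5.5 in these data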
Target sequence (O88943 whole entry, looked up): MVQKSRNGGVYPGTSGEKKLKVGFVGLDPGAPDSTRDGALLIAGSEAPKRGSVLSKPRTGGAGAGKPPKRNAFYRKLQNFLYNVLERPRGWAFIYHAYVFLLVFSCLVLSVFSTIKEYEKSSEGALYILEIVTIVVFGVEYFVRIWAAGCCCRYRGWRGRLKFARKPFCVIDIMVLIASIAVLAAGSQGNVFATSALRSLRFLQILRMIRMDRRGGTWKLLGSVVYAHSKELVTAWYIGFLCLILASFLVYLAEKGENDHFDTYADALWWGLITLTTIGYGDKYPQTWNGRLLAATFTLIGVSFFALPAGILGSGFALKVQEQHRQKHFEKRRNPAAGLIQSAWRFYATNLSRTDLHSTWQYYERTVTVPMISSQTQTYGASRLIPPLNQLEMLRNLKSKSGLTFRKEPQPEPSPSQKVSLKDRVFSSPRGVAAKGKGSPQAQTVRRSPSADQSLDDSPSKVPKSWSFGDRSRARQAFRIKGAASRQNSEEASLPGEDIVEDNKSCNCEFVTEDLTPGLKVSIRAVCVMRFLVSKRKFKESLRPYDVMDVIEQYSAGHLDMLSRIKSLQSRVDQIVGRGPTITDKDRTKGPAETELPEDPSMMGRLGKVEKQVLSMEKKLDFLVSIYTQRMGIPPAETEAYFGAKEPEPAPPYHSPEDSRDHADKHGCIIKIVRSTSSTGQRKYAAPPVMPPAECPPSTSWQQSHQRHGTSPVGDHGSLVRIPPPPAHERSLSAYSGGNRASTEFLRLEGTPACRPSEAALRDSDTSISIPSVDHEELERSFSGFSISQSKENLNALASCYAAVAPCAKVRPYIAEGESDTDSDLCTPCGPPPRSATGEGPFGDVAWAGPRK
Kir21 block: inhibitors of mouse Kir2.1 inward-rectifier potassium channel. B-score at 10 µM. actives 0.85% (n = 310,000). Inward rectifier potassium channel 2 (Mus musculus), P35561. HEK293-Kir2.1, FluxOR thallium flux fluorescence; stronger effect = lower value;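 active = fluorescence ratio B-score at or below minus 3 SD of library scores, with starting-brightness B-score within 2 SD, cut at about -4.2 in these data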;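 also: channel flux triggered by added potassium and thallium sulfate stimulus; B-score of peak minus minimum fluorescence over baseline after thallium stimulus; more negative B-score means stronger Kir2.1 block with less thallium influx; some compounds called inactive have numbers as strong as hits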
Active calls of the source: *.

How did C/C(=N\NC(=O)c1cc(-c2ccncc2)nc2ccccc12)c1ccc(OC(F)F)cc1 do in these assays?
KCNQ2 block: inactive; Kir21 block: -0.37

What do the screens show for `Cc1nn(Cc2ccc(Cl)cc2Cl)c(C)c1NC(=O)NC12CC3CC(CC(C3)C1)C2`?
KCNQ2 block: inactive; Kir21 block: 1.96

What do the screens show for `Cc1ccc(NC(=O)/C(C#N)=N/Nc2ccc(C(=O)O)cc2)c(C)c1`?
KCNQ2 block: inactive; Kir21 block: 0.01

Results for Cn1c(SCC(=O)Nc2ccccc2Br)nnc1-c1cnccn1 ?
KCNQ2 block: inactive; Kir21 block: -0.38

Results for CCOC(=O)CCc1c(C)nc(SCC(=O)O)c(C#N)c1C ?
KCNQ2 block: inactive; Kir21 block: -1.11

What do the screens show for `Cc1ccc(N=C(N)N=C(N)N)cc1`?
KCNQ2 block: inactive; Kir21 block: -0.49

Results for Cc1cccc(NS(=O)(=O)c2cc(C(=O)N3CCCC3)ccc2Cl)c1 ?
KCNQ2 block: inactive; Kir21 block: 1.19

Results for CC(C)C[C@H](NC(=O)[C@@H](O)[C@H](N)Cc1ccccc1)C(=O)O ?
KCNQ2 block: inactive; Kir21 block: -0.01

Results for CCN1CCN(c2nc(Nc3cccc(OC)c3)nc(N)c2[N+](=O)[O-])CC1 ?
KCNQ2 block: inactive; Kir21 block: 0.31

What do the screens show for `COc1ccc(C(=O)N2CCCC(C(=O)c3ccccc3OC)C2)cc1OC` (stereo not drawn)?
KCNQ2 block: inactive; Kir21 block: 0.43

What do the screens show for `CCOC(=O)c1sc(NC(=O)CSc2nnnn2-c2ccc(C)cc2)c(C(=O)OCC)c1C`?
KCNQ2 block: inactive; Kir21 block: 0.26

Results for CCOC(=O)C1CCCN(Cc2cccc(Cl)c2)C1 (stereo not drawn) ?
KCNQ2 block: inactive; Kir21 block: 0.97

How did S=C(NCC1CC1)N/N=C/c1ccccc1Cl do in these assays?
KCNQ2 block: inactive; Kir21 block: 1.37

What do the screens show for `O=C(NC(Cc1ccccc1)C(=O)O)/C(=C\c1ccco1)NC(=O)c1ccc(Br)cc1` (stereo not drawn)?
KCNQ2 block: inactive; Kir21 block: -1

How did Cc1cc(NC(=O)CCN2C(=O)C3C4C=CC(C4)C3C2=O)c2ccccc2n1 (stereo not drawn) do in these assays?
KCNQ2 block: inactive; Kir21 block: -0.84

How did CCCS(=O)(=O)c1c(S(=O)(=O)CCC)c2ccc(C(N)=O)cn2c1C(=O)c1ccc(F)cc1 do in these assays?
KCNQ2 block: inactive; Kir21 block: 0.5

How did Cn1cccc1CC(=O)N/N=C/c1ccc(Cl)cc1 do in these assays?
KCNQ2 block: inactive; Kir21 block: -0.03

How did CC(=O)NCc1ccc(C(=O)CCl)s1 do in these assays?
KCNQ2 block: inactive; Kir21 block: -1.6

Results for CC1(C)C([N+](=O)[O-])C(c2ccccc2O)NC(c2ccccc2O)C1[N+](=O)[O-] (stereo not drawn) ?
KCNQ2 block: inactive; Kir21 block: -2.28

What do the screens show for `CCOC(=O)c1cc(Sc2ccccc2N)cc(C(=O)OCC)n1`?
KCNQ2 block: inactive; Kir21 block: 0.19

Filtered by structure: the compounds so far with a cyano group (2)
What do the screens show for `Cc1ccc(NC(=O)/C(C#N)=N/Nc2ccc(C(=O)O)cc2)c(C)c1`?
KCNQ2 block: inactive; Kir21 block: 0.01

Results for CCOC(=O)CCc1c(C)nc(SCC(=O)O)c(C#N)c1C ?
KCNQ2 block: inactive; Kir21 block: -1.11

Molecules shown so far with an aryl methoxy group (two):
Results for CCN1CCN(c2nc(Nc3cccc(OC)c3)nc(N)c2[N+](=O)[O-])CC1 ?
KCNQ2 block: inactive; Kir21 block: 0.31

What do the screens show for `COc1ccc(C(=O)N2CCCC(C(=O)c3ccccc3OC)C2)cc1OC` (stereo not drawn)?
KCNQ2 block: inactive; Kir21 block: 0.43

Remaining list, next part.
How did C/C(=N\NC(=O)c1c(C)nc2ccccn12)c1ccco1 do in these assays?
KCNQ2 block: inactive; Kir21 block: -0.8

Results for COc1ccc(OC)c(S(=O)(=O)N2CCCCC2C(=O)N2CCN(c3ccccn3)CC2)c1 (stereo not drawn) ?
KCNQ2 block: inactive; Kir21 block: -0.82

What do the screens show for `COc1ccc(-n2c(CN3CCOCC3)nc3ccc([N+](=O)[O-])cc3c2=O)c(OC)c1`?
KCNQ2 block: inactive; Kir21 block: 1.52

What do the screens show for `CCCCOc1cccc(C(=O)N(Cc2ccco2)C2CCS(=O)(=O)C2)c1` (stereo not drawn)?
KCNQ2 block: inactive; Kir21 block: 0.98

What do the screens show for `O=C(c1cc2ccccc2oc1=O)N(Cc1ccc2c(c1)OCO2)Cc1ccco1`?
KCNQ2 block: inactive; Kir21 block: -1.22

How did COc1cccc(N2CCN(S(=O)(=O)c3cc4c(cc3Cl)NC(=O)CO4)CC2)c1 do in these assays?
KCNQ2 block: inactive; Kir21 block: 0.64

Results for CC1C(O)=C(c2nc3ccccc3[nH]2)C(=N)N1c1ccccc1 (stereo not drawn) ?
KCNQ2 block: inactive; Kir21 block: 1.37

What do the screens show for `CCn1nc2cc(C(=O)NCc3cc(C(F)(F)F)cc(C(F)(F)F)c3)ccc2c1OC`?
KCNQ2 block: inactive; Kir21 block: -1.44

What do the screens show for `CC1=C(C(=O)OCc2ccccc2)C(c2cccc(F)c2)NC(=O)N1` (stereo not drawn)?
KCNQ2 block: inactive; Kir21 block: 0.43

How did Cc1nc(C(=O)NNC(=O)c2cccc(Cl)c2)c(C(F)(F)F)o1 do in these assays?
KCNQ2 block: inactive; Kir21 block: -1.25

Results for Cc1ccc(N2C(=O)C(Cl)=C(N3CCN(C)CC3)C2=O)c(C)c1 ?
KCNQ2 block: inactive; Kir21 block: -1.6

Results for CCOC(=O)C1CCN(c2c(NCCCN3CCN(Cc4ccccc4)CC3)c(=O)c2=O)CC1 ?
KCNQ2 block: inactive; Kir21 block: -0.09

What do the screens show for `COc1ccc(-c2csc(N(CCc3ccccc3)C(=O)COc3ccccc3)n2)cc1`?
KCNQ2 block: inactive; Kir21 block: -3.45

How did COc1ccc(OCc2cc(C(=O)N3CCCC(OC)C3)no2)c2ccccc12 (stereo not drawn) do in these assays?
KCNQ2 block: inactive; Kir21 block: 1.51

Results for O=C1CC(N2CCOCC2)C(=O)N1CCc1ccccc1 (stereo not drawn) ?
KCNQ2 block: inactive; Kir21 block: -0.03

Results for Cn1c(NC(=O)C[n+]2cc(-c3ccc(Cl)cc3)n3c2CCC3)cc(=O)n(C)c1=O ?
KCNQ2 block: inactive; Kir21 block: -0.69

How did COCOc1ccc(C=O)cc1OCOC do in these assays?
KCNQ2 block: inactive; Kir21 block: -1.17

What do the screens show for `Cc1ccc(NC(=O)c2ccccc2-c2ccccc2C(=O)O)cc1`?
KCNQ2 block: inactive; Kir21 block: 1.44

What do the screens show for `Cc1cccc(N2C(=O)C(Oc3ccc(Cl)cc3Cl)C2C(=O)O)c1C` (stereo not drawn)?
KCNQ2 block: inactive; Kir21 block: -0.54

What do the screens show for `COc1ccc(-c2nc(-c3cccc(C)c3)no2)cc1OC`?
KCNQ2 block: inactive; Kir21 block: -0.96

Sorted by formula weight (high to low): three of the compounds above
Results for CCOC(=O)C1CCN(c2c(NCCCN3CCN(Cc4ccccc4)CC3)c(=O)c2=O)CC1 ?
KCNQ2 block: inactive; Kir21 block: -0.09

How did COc1ccc(OCc2cc(C(=O)N3CCCC(OC)C3)no2)c2ccccc12 (stereo not drawn) do in these assays?
KCNQ2 block: inactive; Kir21 block: 1.51

What do the screens show for `Cc1ccc(NC(=O)c2ccccc2-c2ccccc2C(=O)O)cc1`?
KCNQ2 block: inactive; Kir21 block: 1.44

Next results follow.
How did c1ccc(-c2nc(NCCCn3ccnc3)c3oc4ccccc4c3n2)cc1 do in these assays?
KCNQ2 block: inactive; Kir21 block: -4.4

Results for CC1CN(C(=O)COC(=O)c2ccc(F)cc2Cl)CC(C)O1 (stereo not drawn) ?
KCNQ2 block: inactive; Kir21 block: 0.61

What do the screens show for `CC(=O)Nc1ccc(NC(=S)NC(=O)c2ccc(-c3ccccc3)cc2)cc1`?
KCNQ2 block: inactive; Kir21 block: 0.78

Results for O=C(CN1C(=O)c2ccccc2S1(=O)=O)c1ccccc1F ?
KCNQ2 block: inactive; Kir21 block: 1.24

How did COc1cc(NC(=O)Cn2ncc3c2-c2ccccc2OC3)cc(OC)c1OC do in these assays?
KCNQ2 block: inactive; Kir21 block: -0.84

What do the screens show for `CCN1C(=O)N[C@@H](CCc2ccccc2)[C@@H](C(=O)OC)[C@H]1C`?
KCNQ2 block: inactive; Kir21 block: 1.41

What do the screens show for `COc1cccc(C=Nc2ccc3c(c2)OCCO3)c1O`?
KCNQ2 block: inactive; Kir21 block: -0.83

What do the screens show for `O=Cc1cccn1-c1nccc(-c2ccco2)n1`?
KCNQ2 block: inactive; Kir21 block: -0.3

Results for Cc1ccc(/C(O)=C2/C(=O)C(=O)OC2c2ccc(Cl)cc2)cc1 (stereo not drawn) ?
KCNQ2 block: inactive; Kir21 block: -1.11

How did O=C(NNC(=O)c1c(F)cccc1F)c1sccc1-n1cccc1 do in these assays?
KCNQ2 block: inactive; Kir21 block: -1.32

How did CCN(CC(=O)NCc1ccc(Cl)cc1)C(=O)CCOc1ccc(C)cc1 do in these assays?
KCNQ2 block: inactive; Kir21 block: -0.47

How did OCCc1ccccc1 do in these assays?
KCNQ2 block: inactive; Kir21 block: 0.89

Results for Cc1[nH]nc(SCC(=O)Nc2ccc(C#N)cc2)c1[N+](=O)[O-] ?
KCNQ2 block: inactive; Kir21 block: 0.46

What do the screens show for `COc1ccc(Nc2nc(N3CCN(S(=O)(=O)N(C)C)CC3)nc3ccccc23)cc1`?
KCNQ2 block: inactive; Kir21 block: -1.24

How did CCC(=O)N1CCc2cc(S(=O)(=O)NCCC(=O)N3CCc4ccccc4C3)ccc21 do in these assays?
KCNQ2 block: inactive; Kir21 block: -0.3

Results for CCn1c(SCC(=O)NCCc2ccccc2)nc2c([nH]c3ccccc32)c1=O ?
KCNQ2 block: inactive; Kir21 block: -1.46

Results for CC[C@H](C)[C@H](NC(N)=O)C(=O)OCC(=O)NCc1ccc(Cl)cc1 ?
KCNQ2 block: inactive; Kir21 block: 0.2

Results for COc1ccccc1CNC(=S)NCCc1ccccc1 ?
KCNQ2 block: inactive; Kir21 block: -3.47

Results for COc1ccccc1OCC(=O)Nc1ccccc1C(=O)N1CCCC1 ?
KCNQ2 block: inactive; Kir21 block: 0.6

How did CC(=O)Nc1ccc(NC(=O)CSc2nnc3ccc(-c4ccccn4)nn23)cc1 do in these assays?
KCNQ2 block: inactive; Kir21 block: -0.19

What do the screens show for `CS(=O)(=O)c1[nH]nc(-c2cccc(Cl)c2)c1C#N`?
KCNQ2 block: inactive; Kir21 block: -0.26

How did O=C1CC(NCCc2ccccc2)C(=O)N1CCc1ccccc1 (stereo not drawn) do in these assays?
KCNQ2 block: inactive; Kir21 block: 0.24

Results for CCOc1ccc(CNCc2ccc(C(=O)O)cc2)cc1OC ?
KCNQ2 block: inactive; Kir21 block: -0.02

How did CCOP(=O)(CC(C(C)=O)C(O)c1ccccc1)OCC (stereo not drawn) do in these assays?
KCNQ2 block: inactive; Kir21 block: -0.52

How did CCc1ccc(S(=O)(=O)N2CC(=O)Nc3ccccc32)cc1 do in these assays?
KCNQ2 block: inactive; Kir21 block: -2.59

What do the screens show for `O=C(O)CC/C(=N/NC(=O)CNC(=O)c1ccc2c(c1)OCCO2)c1ccccc1`?
KCNQ2 block: inactive; Kir21 block: -1.1

Results for CCOC(=O)C(C(=O)OCC)N(C#N)c1nc(OC)nc(N(C)C)n1 ?
KCNQ2 block: inactive; Kir21 block: 0.28

What do the screens show for `CN1CCN(C(=O)CN(c2cccc(Br)c2)S(=O)(=O)c2ccccc2)CC1`?
KCNQ2 block: inactive; Kir21 block: -0.08

What do the screens show for `Cc1cc(NC(=O)C2C3C(=O)N(CC4CCCO4)C(C(=O)NCc4ccccc4)C34C=CC2(C)O4)no1` (stereo not drawn)?
KCNQ2 block: inactive; Kir21 block: 1.4

Results for O=S(=O)(Cc1ccccc1)N1CCN(C/C=C/c2ccccc2)CC1 ?
KCNQ2 block: inactive; Kir21 block: 0.1

Results for CCOC(=O)Cn1c(=O)c(-c2ccccc2N)nc2ccccc21 ?
KCNQ2 block: inactive; Kir21 block: 2.06

How did NC(=S)N/N=C\c1c(OCc2ccccc2Cl)ccc2ccccc12 do in these assays?
KCNQ2 block: inactive; Kir21 block: -0.27

What do the screens show for `CCOc1ccc(CN2CCN(Cc3c[nH]c4ccccc34)CC2)cc1`?
KCNQ2 block: inactive; Kir21 block: -8.22

What do the screens show for `Cc1[nH]c2ccccc2c1C(=O)C(C)OC(=O)c1ccc(NC(=O)CC#N)cc1` (stereo not drawn)?
KCNQ2 block: inactive; Kir21 block: -0.14

What do the screens show for `O=C(CSc1n[nH]c(-c2cccnc2)n1)Nc1ccccc1`?
KCNQ2 block: inactive; Kir21 block: 0.67

Results for O=C(CSCC(=O)N1CCCCC1)Nc1nc(-c2cccs2)cs1 ?
KCNQ2 block: inactive; Kir21 block: 0.73

High-throughput results as filed in PubChem.
